Source: PubChem (National Center for Advancing Translational Sciences (NCATS))
S3 lipid droplet – qHTS Assay for Lipid Storage Modulators in Drosophila S3 Cells; Drosophila S3 cells, BODIPY lipid droplet fluorescence, 18-24 h; cells fed with added oleic acid; Potency in µM for hits, for the others lipid storage change, negative = inhibition, % at the top dose, mostly 46.1 µM; hit rate 0.64% among 320,000; AID 2685; active = well fitted inhibition curve with a large enough effect in the signal ratio, with a control signal flat, not every such curve was filed as active; inconclusive = small, poorly fitted or top-dose-only effect, or effect the other way, or a change in a side signal; the % refers to the signal ratio
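Laser-scanning cytometry quantifies lipid droplet accumulation (500–530 nm total intensity; droplet/cell object ratio) in oleic acid-fed (400 uM added) Drosophila S3 cells treated with a concentration series. 20 uM Triacsin C defined 100% inhibition.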
S3 lipid droplet cell count max – recorded beside S3 lipid droplet, whose call it bears; cell number change, %; measured here: cell count max response;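 cells counted by Cell Tracker Red CMTPX staining in the red channel; peak over a dose series mostly up to 46.1 µM; percent activity relative to internal control wells on each plate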
* hit, by the source's call; i = inactive; ? = inconclusive; · = no result given. % is set by controls: 0 for no effect and ±100 for the full control effect; potency is the fitted concentration of half-maximal effect. Some of the compounds tested (hit frequency here may not be typical).

SMILES	S3 lipid droplet	S3 lipid droplet cell count max
Cc1cc(Nc2cccc([N+](=O)[O-])c2)c2ccccc2n1	?	·
N#Cc1c(-c2cccs2)cc(-c2cccs2)[nH]c1=O	-12%	-1
Cc1cc(C)c2oc(C(=O)NCCc3ccc(S(N)(=O)=O)cc3)cc(=O)c2c1	?	·
COc1ccc(NS(=O)(=O)c2cccc(C(=O)NCC(c3ccc(F)cc3)N3CCOCC3)c2)cc1 (stereo not drawn)	?	·
COc1cccc(NS(=O)(=O)c2cc3c4c(c2)CCC(=O)N4CCC3)c1	?	·
O=C1CCN(Cc2ccc(Br)cc2)CCN1[C@H](CO)Cc1ccccc1	-25%	9
CC(=O)Nc1ccc(OCC(O)Cn2c(CO)nc3ccccc32)cc1 (stereo not drawn)	?	·
CCNC(=O)NC(=O)C(C)On1nnc2ccc(S(=O)(=O)N(CC)CC)cc21 (stereo not drawn)	7%	3
CCOC(=O)Cn1nc(C)c(NC(=O)CCc2ccc(OC)cc2)c1C	?	·
CC(NC(=S)Nc1ccc(OC(F)F)cc1OC(F)F)C(C)(C)C (stereo not drawn)	?	·
Cc1ccc(OCC2Cn3c(nc4c3c(=O)[nH]c(=O)n4C)O2)cc1 (stereo not drawn)	i	·
CCOC(=O)c1sc(NC(=O)CCN2C(=O)C3CCCCC3C2=O)cc1C (stereo not drawn)	?	·
COc1ccccc1NC(=O)CSc1nc(=O)n(CCN2CCOCC2)c2c1CCC2	i	·
Cc1ccc(C)c2[nH]c(=O)c(C(c3nnnn3C(C)(C)C)N3CC=C(c4ccc(F)cc4)CC3)cc12 (stereo not drawn)	?	·
CC1(C)C(=O)Nc2ccccc2N1C(=O)CSc1nnc2c(Cl)cc(Cl)cn12	-14%	-21
CCn1c(=S)sc2c(=O)n(CC(=O)Nc3ccc(Cl)cc3)c(C)nc21	?	·
O=[N+]([O-])c1cccc(OCc2cn3cccnc3n2)c1	1%	11
O=C(COc1ccc2c(C(F)(F)F)cc(=O)oc2c1)Nc1ccc2c(c1)OCCO2	i	·
CC(=O)Nc1ccc(S(=O)(=O)NC(C)(C#N)C2CC2)cc1 (stereo not drawn)	15%	-4
CCOC(=O)C1(CCc2ccccc2)CCN(C(=O)C2=C(C)OCCO2)CC1	6%	-8
Cc1sc2ccccc2[n+]1CCC(C)S(=O)(=O)[O-] (stereo not drawn)	?	·
COc1ccc(C(=O)NCCc2cccc(Cl)c2)cc1OC1CCN(C(C)=O)CC1	23%	-11
CCNS(=O)(=O)c1c(C)cc(C)c(N(C)S(=O)(=O)c2ccccc2)c1C	?	·
Cc1c(N2C(=O)C(=O)/C(=C(/O)c3ccccc3)C2c2ccc(F)cc2)c(=O)n(-c2ccccc2)n1C (stereo not drawn)	-2%	6
COc1ccc(OCc2cccc(C(=O)O)c2)cc1	10%	9
Cn1cc([N+](=O)[O-])c(C(=O)Nc2ccn(C34CC5CC(CC(C5)C3)C4)n2)n1	-2%	·
CC(C)C(=O)Nc1ccccc1N1CCN(S(C)(=O)=O)CC1	i	·
CCc1cc2c(Nc3ccc(O)cc3)nc(C)nc2s1	?	·
Cc1ccc(NC(=S)N2CCCCCC2)cc1	2%	3
CSc1nnc(C)c(/C=C/NOCc2ccc(Cl)cc2)n1	?	·
CSc1ccccc1NC(=O)CN(C)CC(=O)Nc1ccccc1F	5%	-3
Nc1nc(Cl)c2ncn(C3OC(CO)C(O)C3O)c2n1 (stereo not drawn)	?	·
O=C(CSc1nnnn1C1CCCC1)Nc1ccccc1N1CCOCC1	?	·
COc1ccc(N(CC(=O)NCc2ccc3c(c2)OCO3)S(C)(=O)=O)cc1OC	?	·
COC(=O)c1ccc(C(=O)OC)c(NC(=O)COC(=O)C2CC2C)c1 (stereo not drawn)	?	·
O=C(NCc1ccc(Cl)cc1)c1cc(=O)[nH]c2ccccc12	?	·
COC(C(=O)Nc1ccc(F)cc1F)c1ccccc1 (stereo not drawn)	?	·
O=C(CCc1nc2ccccc2c(=O)[nH]1)N1CCN(S(=O)(=O)c2ccc(Cl)c(C(F)(F)F)c2)CC1	?	·
N#Cc1ccc(Oc2cccnc2)cc1C#N	?	·
CSCC[C@H](NC(=O)OC(C)(C)C)C(=O)N/N=C/c1ccc2nccnc2c1	5%	-14
CN1CCN(c2ncnc3c2cnn3-c2ccc(Cl)cc2)CC1	?	·
O=C(O)CSCC(=O)N1CCN(Cc2ccc3c(c2)OCO3)CC1	3%	25
CCn1cc(CNC(=O)/C=C/c2cnn(C)c2)c(C)n1	?	·
COC(=O)c1c(C)oc(C)c1S(=O)(=O)N1CCOCC1	3%	4
Cn1cccc1-c1cc(C(=O)N/N=C/c2ccc(F)cc2)[nH]n1	i	13
COc1ccc(Nc2ccc(N3C(=O)CCC3=O)cc2[N+](=O)[O-])cn1	?	·
CCC(=O)NC(=S)NNC(=O)c1ccc(O)cc1	-3%	8
Cc1cc2ccccn2c1C(=O)c1ccc(Cl)c([N+](=O)[O-])c1	i	·
S=c1[nH]nc(CSCc2ccccc2Cl)n1-c1ccccc1	?	·
COc1ccc(-n2nc3c(N4CCC(C(=O)NCCc5ccccc5C)CC4)nnc(C)c3c2C)cc1	?	·
COCCCNC(=O)CCC(=O)NNc1nc2ccccc2c2nc(C)nn12	2%	2
S=C(Nc1ccccc1)Nc1cccc(Cl)c1Cl	-7%	12
CCOC(=O)C1CCN(CC(=O)Nc2c(C(=O)OC)n(C)c3cccc(C)c23)CC1	19%	-4
COC(=O)C1=C(C)N(Cc2ccccc2)C(=NCCc2c[nH]c3ccccc23)N[C@H]1c1cccc(C(F)(F)F)c1	?	·
Cc1[nH]c(=O)[nH]c(=O)c1S(=O)(=O)Nc1cccc([N+](=O)[O-])c1C	12%	-1
COc1ccc(NC(=O)Cc2ccc(C)cc2)cc1S(=O)(=O)N1CCCCC1	?	·
CCC(=O)Nc1nnc(-c2ccc(Cl)s2)o1	-6%	-13
COc1ccc(/C=N/NC(=O)CCC(=O)Nc2ccc(F)cc2)c(OC)c1	?	·
COc1ccc(CCN2CCCC(CN(C)Cc3cccc(OC)c3)C2)cc1 (stereo not drawn)	21%	-2
CCc1nc2ccccc2c(C(=O)Nc2ccc(F)cc2)c1C	?	·
The listing continues:
SMILES	S3 lipid droplet	S3 lipid droplet cell count max
Cc1nnc(SCC(=O)NCC2CCCO2)n1-c1ccccc1 (stereo not drawn)	8%	-4
CC1=C(C(=O)O)N2C(=O)C(NC(=O)c3nn(C)cc3[N+](=O)[O-])C2SC1 (stereo not drawn)	?	·
c1ccc2c(c1)CCNC2c1ccncc1 (stereo not drawn)	2%	2
COc1ccc(-c2[nH]ncc2-c2cnn(-c3ccccc3)c2)c(O)c1	2%	19
O=C(CCCn1c(=S)[nH]c2cc3c(cc2c1=O)OCO3)NCc1ccccc1Cl	i	16
COc1ccc(OC)c(S(=O)(=O)N2CCCCC2C(=O)O)c1 (stereo not drawn)	?	·
CC(=O)c1c(N2CCN(c3ccc(F)cc3)CC2)nc(=S)n(Cc2ccccc2)c1C	0%	15
COc1ccc(-c2nnc(N3CCCCC3)c3ccccc23)cc1	-1%	-9
CC1CCCCN1CCCNC(=O)Cn1c(=O)c2cccn2c2ccccc21 (stereo not drawn)	?	·
CCCCc1ccc(CC(=O)O)cc1	?	·
O=C(NCc1ccccn1)C(=O)NCC1OCCN1S(=O)(=O)c1ccc(Br)cc1 (stereo not drawn)	?	·
c1ccc(COc2ccc(-c3csnn3)cc2)cc1	-20%	9
CCOc1ccc(OCC(=O)Nc2cc3c(cc2C(=O)O)OCCCO3)cc1	240%	-10
COC(=O)c1cc(C(=O)NNC(=O)c2ccc3c(c2)OCO3)cc([N+](=O)[O-])c1	?	·
CCc1nc2ccc(F)cc2c(C(=O)NC2CCCCC2C)c1C (stereo not drawn)	i	·
CCCC(=O)Nc1ccc(C(=O)COC(=O)C2CC2C)cc1 (stereo not drawn)	-9%	-5
CC(C(=O)Nc1ccccc1-c1ccccc1)N1CCN(S(=O)(=O)c2ccccc2)CC1 (stereo not drawn)	14%	3
CCOc1ccc(S(=O)(=O)Nc2ccc(F)cc2)c(C)c1C	?	·
Cc1sc(NC(=O)c2ccco2)c(CN2CCN(c3ccccc3)CC2)c1C	?	·
CN1C(=O)C(Cc2cnc[nH]2)NC1=S (stereo not drawn)	?	·
COc1ccc(S(=O)(=O)N2CCOCC2)cc1NC(=O)Cc1coc2cc(C)ccc12	?	·
Cc1ccc(NC(=O)c2nnn(CC(=O)Nc3ccccc3)c2N)cc1C	?	·
O=C1C2C3C=CC(C3=C3CCCCC3)C2C(=O)N1c1ccccc1 (stereo not drawn)	?	·
Cc1ccc(N(Cc2cc(=O)[nH]c3ccccc23)C(=O)c2ccco2)cc1	?	·
O=C(NCCc1ccccn1)c1ccc(OC2CCN(CCc3ccccc3)CC2)cc1	?	·
O=C(NCc1cccs1)Nc1cc(Cl)ccc1Cl	i	3
CCOc1ccc(N(CC(=O)Nc2cc(Cl)ccc2C)S(C)(=O)=O)cc1	?	·
COc1ccc(C(=O)NCc2nc(C)c(C)s2)cc1OC1CCN(C(C)C)CC1	?	·
O=C(CSc1ncnc2sccc12)Nc1ccccc1F	1%	-14
O=C(N/N=C/C=C/c1ccco1)c1cccnc1	?	·
O=C(N/N=C/c1ccc2c(c1)OCO2)C(=O)N1CCCC1	?	·
Cc1ccccc1OCCCC(=O)Nc1nncs1	9%	16
COc1ccc(NC(=O)C2CCCN2C(=O)NC2CCCCC2)cc1OC (stereo not drawn)	-8%	-2
COC(=O)C1=C(C)OC(N)=C(C#N)C1C1CCCCC1 (stereo not drawn)	-22%	-5
CCc1c(C)[nH]n(-c2nc(-c3cccc([N+](=O)[O-])c3)cs2)c1=O	?	·
CCC1CCCCN1CC(C)(C)NS(=O)(=O)c1ccccc1 (stereo not drawn)	?	·
CC(=O)c1ccccc1NC(=O)COC(=O)/C=C/c1ccc(C)o1	?	·
COc1ccc(C)cc1N1CC(C(=O)Nc2ccccc2N2CCCCC2)CC1=O (stereo not drawn)	1µM*	3.7*
O=C(Nc1ccccc1)N1CCC(C(=O)N2CCN(Cc3ccccc3)CC2)CC1	?	·
CCC(C)NC(=O)C1CC(c2cccc(OC)c2)=NO1 (stereo not drawn)	?	·
O=C(N=NC(=O)c1ccc2c(O)n(CC3CCCO3)c(O)c2c1)c1cccnc1 (stereo not drawn)	-8%	5
Cc1ccc(NC(=O)CC(C(=O)O)c2ccccc2)cc1 (stereo not drawn)	?	·
COC(=O)Nc1csc2c1NC(=O)CCCC2	?	·
Cn1nc(C(=O)NCc2ccc(Cl)cc2)c2c1-c1ccccc1S(=O)(=O)C2	?	·
CCCCNC(=O)c1ccc(CS(=O)(=O)c2cccc(C(F)(F)F)c2)o1	?	·
CCN1CCN(C2=C(NS(=O)(=O)c3ccc(C)cc3)C(=O)c3ccccc3C2=O)CC1	?	·
NC(=O)c1ccccc1OCc1cccc2ccccc12	i	·
CC1Sc2ccc(S(=O)(=O)N3CCC(C(=O)NCCc4ccccc4)CC3)cc2NC1=O (stereo not drawn)	i	-26
O=C(O)CCc1ccc(S(=O)(=O)Nc2ccccc2C(=O)NCCc2ccccc2)cc1	i	11
O=C(c1cc(-c2ccc(Br)cc2)nc2ccccc12)N1CCN(c2ccccc2O)CC1	?	·
